HTRA1 inhibitor = HTRA1 serine protease inhibitors, primary screen, biochemical, fluorescence polarization, HTS; 0.5% of 340,000 active; inhibition, % at 5.96 µM; recombinant HTRA1, FP-rhodamine activity-based probe; Q92743; in the data active = inhibition above about 36%;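 also: 0% = enzyme with DMSO and 100% = wells lacking enzyme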
LEDGF integ inh = blockers of LEDGF/p75-dependent integrase strand transfer – biochemical, TR-FRET, high throughput, primary screen; inhibition, % at 3.7 µM; TR-FRET IN-LEDGF/p75 DNA integration, Eu/Cy5; 0.64% of 370,000 active;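 active = inhibition above the screen-wide mean plus 3 SD, cut at about 13% in these data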;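 also: signal is the Cy5 over europium emission ratio at 671 and 618 nm; 0% = plate median of compound wells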
PRMT1 FP inh = PRMT1 methyltransferase inhibitors, primary screen, biochemical, fluorescence polarization; 1.3% of 370,000 active; inhibition, % at 2.79 µM; recombinant PRMT1, activity-based probe fluorescence polarization; Protein arginine N-methyltransferase 1 (Homo sapiens), Q99873;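 active = inhibition above about 21% made by adding two undisclosed values, limit read from the data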
Target sequence (Q99873 whole entry, looked up): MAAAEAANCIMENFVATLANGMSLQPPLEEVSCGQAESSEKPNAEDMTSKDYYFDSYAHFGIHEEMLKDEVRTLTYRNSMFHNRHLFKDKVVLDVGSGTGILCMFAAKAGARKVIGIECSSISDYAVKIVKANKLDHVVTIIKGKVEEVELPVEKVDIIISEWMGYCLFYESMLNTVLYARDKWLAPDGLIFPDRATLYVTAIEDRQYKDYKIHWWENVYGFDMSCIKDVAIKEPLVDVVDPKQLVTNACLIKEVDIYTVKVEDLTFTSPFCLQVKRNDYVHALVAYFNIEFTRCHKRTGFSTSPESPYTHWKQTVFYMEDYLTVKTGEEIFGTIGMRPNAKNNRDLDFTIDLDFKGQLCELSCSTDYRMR
TDP2 inh = human TDP2 enzyme inhibitors, primary screen, biochemical, epi absorbance, recombinant enzyme; 0.34% of 370,000 active; Tyrosyl-DNA phosphodiesterase 2 (Homo sapiens), O95551; inhibition, % at 12.8 µM; T5PNP hydrolysis, p-nitrophenol absorbance 415 nm;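 active = inhibition above the mean of all tested compounds plus 3 SD, set per campaign, cut at about 25% in these data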;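 also: 0% = DMSO with enzyme and 100% = buffer with substrate but no TDP2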
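System: recombinant human TDP2 / Amount: 120 nM TDP2 per well / Also added: 5 mM T5PNP chromogenic substrate / Doses: 12.8 µM single point, 1% DMSO / Incubation: 2 h at 37 °C / Detection: p-Nitrophenol epi absorbance / Evaluation: % inhibition relative to enzyme-containing and enzyme-free wells / Repeats: singlicate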
mABHD4 FP = ABHD4 inhibitors, primary screen, biochemical, fluorescence polarization, mouse | (Lyso)-N-acylphosphatidylethanolamine lipase (Mus musculus), Q8VD66 | purified mABHD4, FP-Rh probe fluorescence polarization | inhibition, % at 8.92 µM | 0.54% of 370,000 active;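 active = inhibition exceeding the mean over every tested compound plus 3 SD, cut at about 30% in these data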;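 also: 0% = plate median of compound wells and 100% = S159A mutant with DMSO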
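Material: mouse ABHD4 enzyme, wild type; Benchmarks: S159A mutant high control, sample median low control; Buffer or medium: HEPES pH 7.0, NaCl, Pluronic buffer; Signal: fluorescence polarization; Read-out: percent inhibition of probe binding, normalized to plate controls; Timing: pre-incubation 45 min, probe exposure 60 min, at 25 °C; Dosing: 8.92 µM, single dose.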
SIAE inh = human SIAE inhibitors, primary screen, biochemical, fluorescence polarization, FP-Rh probe, 1536-well HTS | Sialate O-acetylesterase (Homo sapiens), Q9HAT2 | SIAE FP-Rh probe binding | inhibition, % at 9.66 µM | 0.69% of 370,000 active | AID 1053197, 2014;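 active = inhibition above a cutoff: mean of compounds within the control limits plus 3 SD of those, cut at about 17% in these data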;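 also: 0% = plate median of compound wells and 100% = probe without SIAE protein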
TCR CD3 inh = inhibitors of human TCR-CD3 interaction, primary screen, biochemical, fluorescence, TAMRA-labeled TCR probe; T-cell receptor (TCR); inhibition, % at 9.4 µM; 0.37% of 360,000 active; AID 651800, 2012; in the data active = inhibition above about 19%;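 also: recombinant mutant TCR 2C K166C tagged with TAMRA read by polarization; 0% = receptor in buffer alone and 100% = receptor with positive control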
rCAG RNA binder = binders of r(CAG) RNA repeats, primary screen, biochemical, fluorescence; 1.3% of 370,000 active; inhibition, % at 3 µM; r(CAG) RNA repeat, TO-PRO-1 dye displacement fluorescence;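 active = inhibition above the plate cutoff, the mean of all test compounds on that plate plus 3 SD, cut at about 35% in these data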;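 also: 0% = DMSO alone and 100% = 100 µM mitoxantrone as full dye displacement; higher means more dye released from RNA so lower well fluorescence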
PG9 binder = binders of HIV-1 gp120 antibody PG9, primary screen, biochemical, TR-FRET | HIV-1 gp120 / PG9 antibody interaction | TR-FRET gp120-PG9 antibody binding | inhibition, % at 6.7 µM | 0.43% of 360,000 active; in the data active = inhibition above about 8.5%
Rev-erbA mod = modulators of Rev-erb alpha DNA binding, primary screen, biochemical, FITC-DNA, fluorescence polarization, uHTS; Nuclear receptor subfamily 1 group D member 1 (Homo sapiens), P20393; Rev-erbα–FITC-DNA binding, 90 min; activity, % at 10 µM; 0.79% of 370,000 active;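 active = activity above about 14%, limit read from the data; passing the limit was not always enough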;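 also: 0% = DMSO wells with 35 nM protein and 100% = DMSO wells with 750 nM protein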
Target sequence (P20393 whole entry, looked up): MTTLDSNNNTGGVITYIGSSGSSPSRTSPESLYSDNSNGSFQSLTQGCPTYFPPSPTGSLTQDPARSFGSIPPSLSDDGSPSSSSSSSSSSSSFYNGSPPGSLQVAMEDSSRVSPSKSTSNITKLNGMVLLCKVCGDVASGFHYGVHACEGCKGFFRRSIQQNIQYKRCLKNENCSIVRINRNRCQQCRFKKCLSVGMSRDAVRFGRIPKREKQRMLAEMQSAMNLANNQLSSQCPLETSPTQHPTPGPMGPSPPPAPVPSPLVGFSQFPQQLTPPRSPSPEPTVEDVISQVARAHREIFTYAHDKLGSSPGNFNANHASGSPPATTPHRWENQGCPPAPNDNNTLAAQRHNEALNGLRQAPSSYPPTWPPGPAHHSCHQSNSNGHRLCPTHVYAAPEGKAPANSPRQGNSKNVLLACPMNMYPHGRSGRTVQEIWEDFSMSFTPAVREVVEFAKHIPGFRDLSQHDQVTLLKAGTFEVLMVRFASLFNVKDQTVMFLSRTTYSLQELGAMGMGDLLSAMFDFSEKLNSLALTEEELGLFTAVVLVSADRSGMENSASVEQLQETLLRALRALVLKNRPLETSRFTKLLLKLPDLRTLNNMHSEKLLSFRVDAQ
* marks the source's active call; other numbers are inactive results; . = not tested or not shown; & = joins results of further samples. The list is partial (hit frequency here may not be typical).

SMILES | HTRA1 inhibitor | LEDGF integ inh | PRMT1 FP inh | TDP2 inh | mABHD4 FP | SIAE inh | TCR CD3 inh | rCAG RNA binder | PG9 binder | Rev-erbA mod
CCOC(=O)C1=C(N)OC2=C(C(=O)CCC2)C12C(=O)N1c3c(ccc(C)c32)C(C)=CC1(C)C (stereo not given) | -2 | 1 | -2 | 4 | -5 | -1 | -1 | -6 | -1.5 | -1
CC12CCC3C(CCC4C/C(=N/O)CCC43C)C1CCC2O (stereo not given) | -11 | 1 | 18 | 4 | 3 | 0 | 2 | -2 | 0.6 | 1
C=CP(=O)(O)c1ccccc1 | 2 | 0 | 1 | -3 | 5 | 2 | 3 | -2 | -0.1 | -5
CCOC(=O)c1[nH]c(C)c(C(=O)N2CCC3(CC2)OCCO3)c1C | 0 | -4 | 1 | -11 | 1 | -1 | 1 | -4 | 0.7 | 0
CN1CCC2(CC1)CC(NC=O)c1ccccc1O2 (stereo not given) | 1 | -1 | 1 | -2 | -2 | 10 | 0 | 3 | -0.3 | -6
CCOC(=O)[C@]12Cc3c(cc(OC)c(OC)c3OC)[C@H]1N(CCC(=O)OC)C(=O)c1ccccc12 | . | 4 | -7 | -12 | -7 | 2 | 3 | -1 | 2.8 | -4
CCN(CC)c1ccc(/C=C2\C(=O)NC(=O)N(CC3CCCO3)C2=O)cc1 (stereo not given) | -7 | -2 | 4 | 1 | -1 | -38 | -64 | 2 | -2.9 | 1
CCCCCCN=C(C)c1c(O)n(CCCC)c(=O)[nH]c1=O | 1 | -3 | 1 | -8 | -5 | 8 | 1 | -5 | -0.8 | 0
CC(=O)[C@@]1(O)CC[C@H]2[C@@H]3CC=C4C[C@@H](O)CC[C@]4(C)[C@H]3CC[C@@]21C | -1 | 0 | 0 | 3 | 0 | -4 | 4 | -1 | 0.3 | 4
CCOC(=O)[C@]12Cc3cc(C)ccc3[C@H]1N(C1CCCCC1)C(=O)c1ccccc12 | . | 1 | -1 | -6 | 1 | 2 | -2 | 4 | -0.3 | 4
O=C(N/N=C/c1c(O)n(C2CC2)c(=S)[nH]c1=O)c1ccccc1O | 4 | -5 | 1 | -13 | 35* | -22 | 11 | 38* | -1.1 | 4
COC(=O)C1=CO[C@H](C)[C@H]2CN3CC[C@@]4(C(=O)Nc5ccccc54)[C@@H]3C[C@H]12 | 1 | -2 | -2 | -3 | 1 | 0 | 2 | -5 | -0.3 | -3
C#CCN1CCN(c2ccc(F)cc2)CC1 | 1 | 3 | 2 | -13 | -7 | -6 | -6 | 0 | -0.3 | 0
OC1(c2ccccc2)CCNC2CCCCC21 (stereo not given) | -2 | 1 | -2 | 0 | 2 | -7 | 4 | 3 | -0.8 | -7
C=C(CO)CC1CC(O)[C@]2(C)OC3CC4OC5C[C@]6(C)O[C@]7(C)CCC8OC9C[C@]%10(C)OC%11C(C)=CC(=O)OC%11CC%10OC9C[C@@H](C)C8OC7CC6O[C@]5(C)C/C=C\C4OC3CC2O1 (stereo not given in full) | -4 | 0 | -2 | 6 | -6 | -6 | 7 | 3 | -0.4 | -1
Cc1cccc(CCNCc2cc3cccc(C)c3[nH]c2=O)c1 | 1 | 0 | -1 | 3 | 0 | -2 | -4 | 1 | 0.6 | -6
CC12CC(=O)C3C(CCC4CC(=O)C=CC43C)C1CCC2=O (stereo not given) | -1 | 2 | -3 | 5 | 8 | 6 | -2 | 0 | -1.0 | 1
Cc1cc(Cl)nc(N)n1 | 4 | 2 | -2 | -16 | -2 | -4 | -11 | 2 | -3.2 | 6
CCCCCn1c(=O)c(C(=O)NCc2ccco2)c(O)c2ccccc21 | 1 | -1 | 0 | 6 | -3 | 4 | -3 | 1 | 0.7 | 1
O=C1NCN(c2ccccc2)C12CCN(C(c1cccs1)c1nnnn1C1CCCC1)CC2 (stereo not given) | . | 2 | 2 | -1 | 0 | -4 | -2 | 7 | -0.7 | -3
CC(N)C(=O)c1ccco1 (stereo not given) | -3 | 0 | 0 | 2 | -2 | -4 | -15 | -5 | -0.4 | -4
O=C1NC(=O)N(Cc2ccco2)C(=O)/C1=C\c1ccc(-c2ccc(F)cc2)o1 | . | 73* | 25* | 26* | 1 | 3 | 1 | 52* | 0.0 | -5
CC(C)(C)C(=O)N1Cc2ccccc2-n2nncc2C1 | 4 | -2 | -1 | -5 | 5 | 1 | 4 | 4 | -1.6 | 1
Cc1ccc(C2=CCNCC2)cc1 | -4 | -8 | 7 | -4 | -8 | -7 | -4 | 1 | -3.3 | 1
CCOP(=O)(OCC)c1cc(CC)ccc1O | 0 | -5 | 6 | -10 | -2 | -8 | -9 | -4 | -0.3 | -6

Full records, quoted from the list. Order of values: HTRA1 inhibitor | LEDGF integ inh | PRMT1 FP inh | TDP2 inh | mABHD4 FP | SIAE inh | TCR CD3 inh | rCAG RNA binder | PG9 binder | Rev-erbA mod
C#CCN1CCN(c2ccc(F)cc2)CC1 across the screens: 1 | 3 | 2 | -13 | -7 | -6 | -6 | 0 | -0.3 | 0
CC12CC(=O)C3C(CCC4CC(=O)C=CC43C)C1CCC2=O (stereo not given) across the screens: -1 | 2 | -3 | 5 | 8 | 6 | -2 | 0 | -1.0 | 1
CCOC(=O)[C@]12Cc3cc(C)ccc3[C@H]1N(C1CCCCC1)C(=O)c1ccccc12 across the screens: . | 1 | -1 | -6 | 1 | 2 | -2 | 4 | -0.3 | 4
C=CP(=O)(O)c1ccccc1 across the screens: 2 | 0 | 1 | -3 | 5 | 2 | 3 | -2 | -0.1 | -5

New compounds follow.
SMILES | HTRA1 inhibitor | LEDGF integ inh | PRMT1 FP inh | TDP2 inh | mABHD4 FP | SIAE inh | TCR CD3 inh | rCAG RNA binder | PG9 binder | Rev-erbA mod
C=CCN1CCc2cccc3c2[C@H]1Cc1ccc(O)c(O)c1-3 | 63* | 2 | 40* | -21 | 44* | 15 | 7 | 7 | 2.5 | -3
Cc1nc2ccccc2n1C1CCN(Cc2nnnn2CCc2ccccc2)CC1 | -7 | 0 | 0 | -11 | -6 | -7 | 0 | -5 | -1.6 | 2
Cn1cccc1/C=C1/C(=O)NC(=O)N(Cc2ccccc2)C1=O | 25 | -1 | 14 | -4 | 2 | 5 | 2 | 49* | -1.0 | -4
O=C(O)c1cccc2c1NC(c1cccc([N+](=O)[O-])c1)C1CC(Sc3ccccc3[N+](=O)[O-])C(Cl)C21 (stereo not given) | 16 | 6 | 23* | -4 | 30* | 17 | 6 | 76* | -1.5 | -4
CCOC(=O)C1(c2ccccc2)CCN(CCC(C#N)(c2ccccc2)c2ccccc2)CC1 | -29 | -4 | -1 | 6 | 8 | -6 | 2 | 4 | -1.2 | 7
Cc1c(CCN)ccc2c1[nH]c1ccccc12 | 7 | 1 | -2 | -3 | -2 | 9 | -3 | 1 | -0.6 | -1
COC(=O)C1=C(c2ccc(-c3ccccc3)c(F)c2)C[C@@H]2CC[C@H]1N2C(=O)NCCc1ccccc1 | -54 | 2 | 0 | -24 | 7 | -13 | 5 | 3 | -2.2 | 1
CC1CCCN(CC(=O)N2CCCc3ccccc32)C1 (stereo not given) | 3 | -2 | -2 | -3 | -1 | -1 | -3 | -4 | 0.7 | 6
COC(=O)C1=C(c2cccc(OCc3ccccc3)c2)C[C@@H]2CC[C@H]1N2C(=O)NCc1ccc(OC)c(OC)c1 | -10 | -4 | 1 | -4 | 9 | -13 | 0 | 3 | -2.1 | -4
C[C@H]1O[C@@H](OC2CC[C@]3(C=O)[C@H]4CC[C@]5(C)[C@@H](C6=CC(=O)OC6)CC[C@]5(O)[C@@H]4CC[C@]3(O)C2)CC2OC(C)(C)OC21 (stereo not given in full) | -1 | 0 | -1 | 5 | 0 | -1 | 0 | -9 | -1.7 | -1
COc1ccc(OC)c(CC(=O)N(C)C2CCCN(Cc3ccccc3F)C2)c1 (stereo not given) | -4 | -11 | -4 | -8 | -1 | 1 | -7 | -3 | -2.2 | 4
CCC(CC)C(=O)NC1CCSC1=O (stereo not given) | 3 | 1 | 1 | 5 | 0 | -3 | 3 | 2 | -0.9 | -1
Brc1ccc2c(c1)-n1nncc1CNC2 | . | 5 | -6 | -13 | -3 | -3 | 8 | 2 | 0.2 | -5
O=c1[nH]c2ccccc2c(=O)n1-c1cccc(Cl)c1 | 1 | 0 | 2 | 3 | 5 | -4 | -7 | 1 | 1.3 | 0
CC(=NCC1CCCO1)c1c(O)n(C2CCCCC2)c(=O)[nH]c1=O (stereo not given) | 8 | 0 | 0 | 1 | 9 | -7 | -1 | -8 | 0.5 | 8
O=C(CCNC(=O)N1C[C@H]2C[C@@H](C1)c1cccc(=O)n1C2)Nc1ccc(F)cc1 | 0 | 3 | -3 | -6 | -2 | 3 | 4 | -3 | 0.6 | -1
CCC(C)n1c(O)c(C=NCCc2ccccc2)c(=O)[nH]c1=S (stereo not given) | 4 | -2 | 4 | -3 | -3 | -2 | -2 | -8 | 0.2 | 6
COc1ccc(Cc2c(O)[nH]c(=S)[nH]c2=O)cc1 | 3 | 2 | 6 | 1 | -4 | 5 | 0 | 1 | 0.0 | -2
O=C1NC(=O)C(=Cc2cccc(OCCOc3ccccc3)c2)C(=O)N1 | -19 | 3 | 1 | 19 | -1 | -6 | 9 | 2 | 2.1 | -6
COc1ccc(OCC(=O)N2CCN(CC3CC4C=CC3C4)CC2)cc1 (stereo not given) | -1 | 4 | 0 | 0 | 13 | -6 | -6 | 0 | -1.1 | -3
Cc1cc(/C=C2\C(=O)NC(=O)N(c3ccc(Cl)cc3)C2=O)c(C)n1-c1sc2c(c1C#N)CCCC2 | -8 | 7 | 17 | -12 | -18 | -24 | -11 | 25 | -1.8 | -4
COc1ccc(CCn2c(O)c(/C=N/NC(=O)c3ccncc3)c(=O)[nH]c2=O)cc1OC | 1 | 0 | 1 | -8 | 18 | 3 | 9 | 22 | -1.2 | -5
CC[C@@H](CO)NC(=O)[C@@H]1C=C2c3cccc4[nH]cc(c34)C[C@H]2N(C)C1 | 14 | 14* | 30* | 9 | 17 | 16 | 12 | 5 | 16* | -3&-2
CN(C)CP(=O)(O)CN(C)C=O | -5 | -2 | -1 | -10 | -3 | 4 | -4 | 4 | 0.4 | 1
COc1cc(O)cc2c1cc([N+](=O)[O-])c1c(C(=O)O)cc3c(c12)OCO3 | 6 | 1 | -3 | -6 | 15 | 8 | 8 | 8 | -6.9 | 7
c1ccc(N2C3C4CC(C5CCCC54)C32)cc1 (stereo not given) | 0 | -1 | -3 | 2 | -2 | 2 | -3 | 5 | -0.4 | -11
CC(Cc1cccs1)NCc1ccccc1 (stereo not given) | -3 | -2 | -1 | -2 | -5 | -2 | 0 | 0 | -1.3 | 1
